Bioassay records deposited in PubChem BioAssay by several laboratories.
SARS 3CLpro inh – SARS-CoV 3CLpro protease inhibitors, primary screen, biochemical, quenched FRET | Replicase polyprotein 1ab (Severe acute respiratory syndrome coronavirus), P0C6X7 | recombinant SARS-CoV 3CLpro, quenched FRET peptide cleavage | inhibition, % at 6 µM | 290,000 compounds, 0.14% hits; in the data active = inhibition above about 12%
Anthrax LF prot – Bacillus anthracis LF protease inhibitors, primary screen, biochemical, multiplex microsphere, MLPCN library | inhibition, % at 10 µM | Lethal factor (Bacillus anthracis), P15917 | 360,000 compounds, 0.12% hits | AID 588501, 2011 | multiplex microsphere protease cleavage assay; in the data active = inhibition above about 30%; note: plate controls were buffer without enzyme for full effect and enzyme alone for no effect
PfHsp40 rescue – rescue of yeast from PfHsp40 toxicity, primary screen, S. cerevisiae, ATP luminescence. S. cerevisiae expressing PfHsp40, growth rescue. growth rescue, % at 12.5 µM. 340,000 compounds, 0.68% hits. AID 504582, 2011; in the data active = growth rescue above about 28%, passing the limit was not always enough;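 note: yeast W303a lacking pdr1 and pdr3 grown in galactose medium; growth measured after three days at 30 °C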
VHR inh abs – VHR1 phosphatase inhibitors, primary screen, biochemical, absorbance, uHTS; Dual specificity protein phosphatase 3 (Homo sapiens), P51452; recombinant VHR phosphatase, pNPP absorbance; inhibition, % at 13.3 µM; 290,000 compounds, 0.52% hits; AID 1654, 2009; in the data active = inhibition above about 50%; note: some compounds called inactive have numbers as strong as hits
Target sequence (P51452 whole entry, looked up): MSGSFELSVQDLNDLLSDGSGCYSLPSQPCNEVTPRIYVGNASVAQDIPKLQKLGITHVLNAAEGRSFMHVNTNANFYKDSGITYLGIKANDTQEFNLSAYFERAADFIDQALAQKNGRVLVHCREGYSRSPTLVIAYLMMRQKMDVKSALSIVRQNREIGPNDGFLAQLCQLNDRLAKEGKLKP
Rv3671c protease – Rv3671c serine protease inhibitors, primary screen, biochemical, fluorescence polarization, M. tuberculosis H37Rv; P9WHR9; inhibition, % at 5.96 µM; 320,000 compounds, 0.048% hits; AID 2606, 2010; in the data active = inhibition above about 38%;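 note: extracellular domain of Rv3671c used as enzyme; 0% = enzyme with DMSO and 100% = no enzyme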
Target sequence (P9WHR9 whole entry, looked up, the tested form may be a part): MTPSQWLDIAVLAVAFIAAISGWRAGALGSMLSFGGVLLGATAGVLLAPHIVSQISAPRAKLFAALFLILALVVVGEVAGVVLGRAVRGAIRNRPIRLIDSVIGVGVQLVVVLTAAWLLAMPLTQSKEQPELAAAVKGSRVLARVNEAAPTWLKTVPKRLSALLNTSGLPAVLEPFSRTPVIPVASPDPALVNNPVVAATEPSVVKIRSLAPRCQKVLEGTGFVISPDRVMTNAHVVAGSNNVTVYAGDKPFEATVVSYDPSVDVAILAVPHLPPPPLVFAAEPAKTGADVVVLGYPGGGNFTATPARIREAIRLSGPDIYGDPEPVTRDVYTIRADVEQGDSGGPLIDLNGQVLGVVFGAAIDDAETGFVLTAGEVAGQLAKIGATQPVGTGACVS
Yp Topo-I inh – Yersinia pestis topoisomerase I inhibitors, primary screen, biochemical, cleavage product accumulation, plate reader, single point; Y. pestis Topo-I cleavage product accumulation; DNA topoisomerase I (Yersinia pestis CO92); AID 504884, 2011; activity, % at 10 µM; 360,000 compounds, 0.064% hits; in the data active = activity above about 50%, passing the limit was not always enough; note: inactives centre near 2
PriA SSB inh – inhibitors of Klebsiella pneumoniae PriA binding to SSB C-terminal tail, primary screen, biochemical, AlphaScreen. PriA–SSB C-terminal tail interaction (Klebsiella pneumoniae). AlphaScreen SSBct-PriA binding, biotinylated peptide. inhibition, % at 33 µM. 430,000 compounds, 0.6% hits. AID 1272365, 2023; in the data active = inhibition mostly above about 37%, no sharp cut-off; inactive = mostly below about 20%;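 note: plate controls were negative control peptide for no effect and reference peptide for full effect; strong numbers were not always called active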
TcdB inh – TcdB glycohydrolase inhibitors, primary screen, biochemical, single point, plate reader; AID 652162, 2013; 350,000 compounds, 0.24% hits; TcdB glycohydrolase enzymatic assay; Toxin B (Clostridioides difficile), P18177; inhibition, % at 9.99 µM; in the data active = inhibition above about 10%
Vc quorum ag – inducers of Vibrio cholerae quorum light production without autoinducers, primary screen, BH1578 luxS cqsA deficient, single point; 350,000 compounds, 0.16% hits; V. cholerae BH1578 lux reporter, luminescence, 6 h; activation, % at 18.7 µM; in the data active = activation mostly above about 9.7%, no sharp cut-off; note: not every result past the cut was called active; inactives centre near 0; reference of the scale not given here
MazF activator – activators of E. coli MazEF toxin-antitoxin RNase, primary screen, biochemical, fluorescence, uHTS; Endoribonuclease toxin MazF (Escherichia coli (strain K12)), P0AE70; FAM/BHQ RNA-DNA oligo cleavage fluorescence, 5 h; activation, % at 20 µM; 350,000 compounds, 0.32% hits; AID 504720, 2011; in the data active = activation above about 50%
Target sequence (P0AE70 whole entry, looked up): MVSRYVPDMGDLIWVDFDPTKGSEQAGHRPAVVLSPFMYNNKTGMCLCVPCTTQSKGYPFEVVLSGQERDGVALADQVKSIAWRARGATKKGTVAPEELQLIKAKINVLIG
* hit, by the source's call; i = inactive; . = not tested or not shown; & = joins results of further samples.

Each structure is followed by: TcdB inh	PfHsp40 rescue	Rv3671c protease	PriA SSB inh	Yp Topo-I inh	Anthrax LF prot	SARS 3CLpro inh	Vc quorum ag	VHR inh abs	MazF activator
> O=C(NCc1ccccc1)c1csc2c1CCCCC2
→ .	-0.1	-13.2	-2.2	9.9	-1.6	3.2	-1.6	-19.0	7.8
> CS(=O)(=O)c1ccc(Cl)c(NC(=O)COC(=O)CCN=C2NS(=O)(=O)c3ccccc32)c1
→ 3.0	0.9	-1.0	5.1	-1.3	-1.1	.	i	.	3.2
> O=C(Nc1cc(S(=O)(=O)N2CCOCC2)ccc1N1CCOCC1)c1c(F)cccc1Cl
→ 0.2	-1.0	-1.1	-8.9	-5.2	4.0	.	-15.5	.	-8.2
> CCOC(=O)N1CCN(C(=O)c2ccc(N3C(=O)c4ccccc4C3=O)cc2)CC1
→ .	-2.7	2.1	-22.5	-1.9	-2.7	4.7	i	-0.2	2.4
> CC(OC(=O)c1ccc(Cl)nc1)C(=O)NC(C)(C)C (stereo not given)
→ -0.8	-0.5	6.5	-0.9	-6.2	-1.6	6.9	-0.1	7.8	6.6
> OCC1CCCN(c2ncnc3scc(-c4ccccc4)c23)C1 (stereo not given)
→ 2.9	0.9	2.1	5.0	-1.3	0.3	7.8	-0.4	5.5	9.7
> CCc1nc2ccc(C(=O)NCCc3c[nH]c4ccccc34)cn2c1N(C)CCCc1ccccc1
→ 0.0	.	.	.	25.6	-8.9	.	i	.	.
> CCc1cc(C(=O)NCC(c2ccco2)N2CCCCC2)sc1C (stereo not given)
→ 0.0	0.2	-3.1	-3.6	0.3	-7.9	.	i	.	-2.9
> CCCCn1c(N)c(N(CCOC)C(=O)c2cccc(S(=O)(=O)N(C)c3ccc(C)cc3)c2)c(=O)[nH]c1=O
→ -0.7	0.7	-0.6	-1.5	14.9	1.2	.	i	.	10.3
> CC(C)CC(NC(N)=O)C(=O)OCC(=O)Nc1ccc(SC(F)F)cc1 (stereo not given)
→ 0.3	1.1	7.2	0.7	1.6	6.9	2.1	i	11.1	-2.4
> C=CCn1c(SCC(=O)Nc2ccc(Br)cc2)nc(O)c(CC)c1=O
→ 0.4	-0.9	-7.0	2.6	-2.8	-0.9	4.8	i	-8.2	-0.9
> CC1CCCN(C2(O)C(=O)Nc3ccc(Cl)cc32)C1 (stereo not given)
→ 1.5	-0.7	9.8	0.1	5.5	1.5	-1.2	0.5	-9.5	2.5
> CCN(CC)C(=O)C(=O)c1ccn(-c2c(C)csc2C(=O)OC)c1
→ 0.7	-0.9	-2.8	-5.1	2.9	-0.5	2.6	-0.3	25.7	5.2
> Cc1ccccc1-c1nnc(-c2ccc(Cl)cc2)o1
→ 0.8	15.0	-0.2	-6.4	3.2	-2.7	4.9	i	-12.0	-1.3
> COc1ccccc1C(=O)N/C(=C\c1ccccc1)C(=O)NC(C)C(=O)O (stereo not given)
→ -1.9	0.5	-4.6	-2.9	1.6	0.6	0.6	i	8.5	6.1
> CN(C)C(CNC(=O)NC1CCCCC1)c1cccnc1 (stereo not given)
→ .	-1.8	-6.5	-6.2	-1.0	0.6	-3.6	i	12.8	5.4
> CCc1nn(CC(=O)NCCCc2ccccc2)c(=O)c2cc3cc(F)ccc3n12
→ .	0.2	-10.5	-14.3	4.9	-0.7	2.9	i	-8.2	-6.3
> O=C(CCC1CCCN(C(=O)CCC(F)(F)F)C1)NCc1ccc(F)c(F)c1 (stereo not given)
→ 0.1	-1.4	4.5	-3.6	1.0	2.2	4.5	-0.2	10.3	1.0
> COc1ccc2c(c1OC)C(=O)OC2Nc1ccccc1S(=O)(=O)C(F)F (stereo not given)
→ .	-0.3	7.4	-9.7	-3.8	-2.6	-4.1	i	6.2	7.7
> Cc1cccc(NC(=O)C2(c3ccccc3)CCOCC2)c1
→ 0.9	-0.2	-8.4	4.2	4.1	-2.0	5.4	-0.4	30.9	13.4
> CCOC(=O)C1(Cc2cccc(Cl)c2)CCCN(CCO)C1 (stereo not given)
→ .	0.0	0.5	-3.9	3.8	1.9	-1.5	i	-27.7	4.9
> Cc1nc2nc(-c3cccnc3)[nH]n2c(=O)c1Cc1ccccc1
→ .	1.3	-2.4	-8.1	2.9	0.0	3.3	-1.0	12.1	1.5
> Cc1cc(C)c([N+](=O)[O-])cc1-c1ccc(/C=N/NC(=O)c2nonc2N)o1
→ .	-0.4	-1.5	.	-10.5	1.9	-0.7	0.8	26.1	33.7
> C=CCSc1nnc(Cn2c(=O)sc3ccccc32)n1C
→ -0.1	-0.4	-3.6	-6.8	5.0	1.7	-1.9	-0.4	5.1	2.7
> COc1ccc(Cl)cc1-c1cc(C(=O)Nc2ccc(C(C)(C)C)cc2)[nH]n1
→ 1.2	.	.	.	7.6	-3.3	.	i	.	.
> Cc1ccc(C2N3CC4([N+](=O)[O-])CN2CC([N+](=O)[O-])(C3)C4(C)C)cc1 (stereo not given)
→ 0.6	-0.4	2.9	-4.1	3.0	-1.2	-9.9	-0.2	0.1	1.3
> COc1cc(Cl)ccc1NC(=S)N(CCN(C)C)C(C)c1ccncc1 (stereo not given)
→ -1.5	-1.2	-2.3	-3.1	-0.2	-3.4	-1.9	i	19.1	-5.6
> C[C@]12CCC[C@H](O1)[C@H]([C@@H](O)c1ccccc1)O2
→ .	-1.9	5.0	2.5	-9.2	-0.2	.	i	.	-10.3
> COC(=O)CSc1nc(-c2ccccc2)cc(-c2ccco2)c1C#N
→ .	-0.1	-11.7	-34.7	1.7	-1.7	-1.8	i	3.4	-2.2
> O=c1cc(O)c(-c2ccccc2)c(Cl)[nH]1
→ .	-1.5	0.1	-1.7	4.3	-0.4	0.9	-25.4	-1.7	6.0

Molecules shown so far that have a thiophene ring, fused or not, in the order listed:
Each structure is followed by: TcdB inh	PfHsp40 rescue	Rv3671c protease	PriA SSB inh	Yp Topo-I inh	Anthrax LF prot	SARS 3CLpro inh	Vc quorum ag	VHR inh abs	MazF activator
> O=C(NCc1ccccc1)c1csc2c1CCCCC2
→ .	-0.1	-13.2	-2.2	9.9	-1.6	3.2	-1.6	-19.0	7.8
> OCC1CCCN(c2ncnc3scc(-c4ccccc4)c23)C1 (stereo not given)
→ 2.9	0.9	2.1	5.0	-1.3	0.3	7.8	-0.4	5.5	9.7
> CCc1cc(C(=O)NCC(c2ccco2)N2CCCCC2)sc1C (stereo not given)
→ 0.0	0.2	-3.1	-3.6	0.3	-7.9	.	i	.	-2.9
> CCN(CC)C(=O)C(=O)c1ccn(-c2c(C)csc2C(=O)OC)c1
→ 0.7	-0.9	-2.8	-5.1	2.9	-0.5	2.6	-0.3	25.7	5.2

The results go on:
Each structure is followed by: TcdB inh	PfHsp40 rescue	Rv3671c protease	PriA SSB inh	Yp Topo-I inh	Anthrax LF prot	SARS 3CLpro inh	Vc quorum ag	VHR inh abs	MazF activator
> CCCOc1ccc(NC(=O)CC2C(=O)N(C)C(=S)N2Cc2ccc3c(c2)OCO3)cc1 (stereo not given)
→ -1.3	3.4	-3.5	-0.2	-9.4	1.5	-0.7	-0.1	-8.3	2.3
> CCSC(=O)N=Nc1ccc(O)cc1
→ 3.4	0.2	.	-15.2	1.7	0.7	.	i	.	-2.3
> O=C(O)CNC(=O)C(CS)Cc1ccccc1 (stereo not given)
→ 0.5	-1.1	-6.4	-0.3	0.3	-2.0	.	0.4	.	9.5
> CCN1CCc2c(OCc3ccccc3)cccc2C1=O
→ 0.6	-0.3	1.0	-9.8	3.8	2.6	3.5	i	-12.0	-1.0
> CC(CC(=O)Nc1ccc2c(c1)c(=O)n(C)n2Cc1ccc(Cl)cc1)C(F)(F)F (stereo not given)
→ 0.4	.	.	.	20.3	-3.3	.	0.3	.	.
> O=S1(=O)C=CC(c2ccccc2)C1 (stereo not given)
→ 0.8	0.0	3.0	-15.0&-12.2	5.1	9.6	-0.3	-0.5	25.3	-2.6
> CCC(C(=O)NCCc1c[nH]c2cc(OC)ccc12)c1ccccc1 (stereo not given)
→ 0.9	1.3	5.0	0.2	3.7	7.4	-2.5	i	-7.6	5.5
> O=C(O)c1cn(C2CCCCC2)c2ccccc2c1=O
→ 1.5	1.9	-6.6	-4.4	-1.2	6.7	-2.1	-0.4	-2.7	3.8
> CCn1cc(C(=O)N[C@@H](CCSC)C(=O)NC(C)(C)CO)c(=O)c2cc3c(cc21)OCO3
→ -0.4	-0.5	-8.0	-5.2	-2.8	-2.7	1.9	-0.2	20.7	-8.7
> CCCOc1ccccc1NC(=O)c1ccc(N)cc1
→ .	-0.4	-1.3	3.4	-0.9	-0.5	-8.8	i	6.1	-2.7
> COC(=O)[C@]12OC[C@]34C([C@@H](O)[C@@H]1O)[C@]1(C)CC(=O)C(O)=C(C)[C@@H]1C[C@H]3OC(=O)[C@H](O)[C@@H]24 (stereo not given in full)
→ -0.3	0.8	-7.2	-14.6	-8.9	-3.0	.	11.1	14.9	6.0
> CN(C)CCCNc1nc2cc(-c3ccc(F)cc3)sc2c(=O)n1C
→ 1.7	.	.	.	-9.8	-5.5	.	-0.6	.	.
> COc1ccc(Cn2c(=O)[nH]c3cc(C(=O)N4CCN(c5ccc(C(C)=O)cc5)CC4)ccc3c2=O)cc1
→ -1.5	-1.2	5.0	-9.4	8.4	-2.2	5.2	-0.2	27.4	18.2
> CCC(C)NC(=O)c1cc(C)no1 (stereo not given)
→ .	-0.2	5.5	-11.3	-2.8	-2.4	-1.6	-5.4	2.1	7.1
> CCc1nc(-c2ccc(-c3ccc(OC)cc3)nc2OC)no1
→ .	-0.3	-7.9	-28.9	3.8	-4.9	2.4	1.5	-22.9	2.3
> COc1ccc(C(C)=O)cc1COc1ccc(Cl)cc1Cl
→ 0.3	0.0	10.1	-1.5	27.8	-11.6	-3.4	i	4.3	-51.0
> Cc1cc(C)cc(OCC(=O)N(Cc2ccccc2)C2CCS(=O)(=O)C2)c1 (stereo not given)
→ 0.9	-1.3	-5.3	-1.1	15.8	-0.5	-7.6	0.6	15.3	5.8
> COc1ccc(-c2ccc(SCC(=O)NC3CCCC3)nn2)cc1OC
→ -0.6	-0.3	-2.1	-8.6	-5.9	-1.8	5.9	-12.5	3.6	-17.5
> COc1ccc(N2C(=O)/C(=C/c3ccc(OC)c(OC)c3)C(=O)NC2=S)cc1
→ -0.7	-0.6	.	-6.7	-7.3	-1.7	-0.2	i	-4.5	-0.8
> Cc1cccc(CC2CC(=O)N(c3ccc([N+](=O)[O-])cc3)C2=O)c1 (stereo not given)
→ -0.3	1.1	1.9	9.8	0.5	-10.2	-0.2	-2.4	-16.1	7.2
> CCOC(=O)N1CCC(Nc2c(NCCCN(CC)c3cccc(C)c3)c(=O)c2=O)CC1
→ -1.4	-0.9	1.5	7.8	17.8	1.9	-0.1	-0.1	20.8	5.8
> COc1ccc(CC(=O)OCC(=O)c2ccc[nH]2)cc1
→ 2.3	-0.7	-6.1	-4.4	-0.6	3.4	.	-2.5	.	-1.3
> O=C(O)CCCCCCNC(=O)c1cncc(O)c1
→ 0.3	-1.3	-2.8	1.0	1.1	-5.1	0.8	1.8	25.2	-5.5
> CCCCOc1cccc(/C=N/NC(=O)c2csc(C)c2C)c1
→ .	-0.8	-12.5	.	-5.4	-1.8	6.3	i	6.2	-1.2

These rows are one share of the data; count on the stated rates, not on these rows.
